High-throughput results from PubChem.
MPTP block – permeability transition pore inhibition; 360,000 compounds, 1.4% hits; isolated mouse mitochondria, Ca2+ swelling absorbance, 30 min; AID 602449; inhibition, % at 10 µM;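 active = inhibition of 50% or more, scaled per plate between neutral and stimulator controls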;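 note: 0% = DMSO wells given calcium and 100% = 1 mM EGTA wells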
SENP1 inh – SENP1 (human) catalytic domain inhibition; 360,000 compounds, 0.21% hits; inhibition, % at 10 µM; AID 624204; recombinant SENP1 catalytic domain, CyPet-SUMO1-YPet FRET cleavage;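 active = inhibition at least 30% at 10 µM, raw YFP signal under a set limit, fluorescence ratio 0.5 to 1.5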;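 note: 0% = enzyme with DMSO and 100% = no enzyme wells; some results filed as inactive read as strong as hits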
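Test system: human SENP1 catalytic domain; medium: Tris pH 8 buffer plus EDTA, NaCl, BME, BSA, NP40, catalase; incubation: 50 min reaction at room temperature; technique: FRET, CFP and YFP emission; controls: no-enzyme low control and enzyme-plus-DMSO high control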
PfGluPho inh – PfG6PD (Plasmodium falciparum) enzyme inhibition; PfGluPho enzyme, NADPH resazurin-diaphorase fluorescence; 350,000 compounds, 0.78% hits; inhibition, % at 20 µM;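 active = inhibition reaching at least a set limit at 20 µM in the primary screen, cut at about 59% in these data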;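 note: 0% = DMSO wells with substrate and 100% = DMSO wells lacking glucose-6-phosphate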
SENP8 inh – SENP8 (human) protease inhibition. Q96LD8. AID 602440. recombinant SENP8, Nedd8 substrate fluorescence. inhibition, % at 20 µM. 360,000 compounds, 0.64% hits; in the data active = inhibition mostly above about 40%, no sharp cut-off; inactive = mostly below about 27%
GRIN3A LBD mod – modulates the human NR3A ligand-binding domain. NR3A LBD differential scanning fluorimetry, Tm shift; 0% = protein alone, 100% = glycine-bound protein. Tm shift relative to glycine control, % at 25 µM. 340,000 compounds, 2.5% hits;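 active = melting temperature shift of at least 10% of the positive control shift, at one fixed dose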
SENP6 inh – SENP6 protease inhibition. Recombinant SENP6 catalytic domain, aminoluciferin luminescence. 330,000 compounds, 1.8% hits. inhibition, % at 10 µM. AID 2599;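 active = inhibition above about 50% at the single tested dose, limit read from the data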;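 note: plate controls were DMSO wells with enzyme for no effect and DMSO wells lacking enzyme for full effect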
ATG4B inhibitor – ATG4B (human) cysteine protease inhibition | Q9Y4P1 | ATG4B cleavage of LC3-PLA2, NBD-HPC fluorescence, 1 h | inhibition, % at 8.33 µM | 340,000 compounds, 0.51% hits | AID 504462; in the data active = inhibition above about 40%
Target sequence (Q9Y4P1 whole entry, looked up): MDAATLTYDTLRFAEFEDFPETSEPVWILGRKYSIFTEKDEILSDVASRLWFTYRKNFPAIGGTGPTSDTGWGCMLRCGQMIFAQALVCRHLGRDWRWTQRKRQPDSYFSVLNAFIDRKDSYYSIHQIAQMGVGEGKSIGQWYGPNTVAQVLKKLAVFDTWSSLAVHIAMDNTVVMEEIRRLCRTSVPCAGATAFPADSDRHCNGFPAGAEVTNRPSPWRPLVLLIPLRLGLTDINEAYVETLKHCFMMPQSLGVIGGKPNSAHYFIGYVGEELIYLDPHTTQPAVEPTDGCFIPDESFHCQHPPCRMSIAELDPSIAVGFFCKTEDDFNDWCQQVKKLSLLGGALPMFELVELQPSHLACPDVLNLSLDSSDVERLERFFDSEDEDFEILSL
hIAP act – human IAP activation; P09923; purified human IAP, CDP-Star luminescence, 30 min; stronger effect = higher value; 1 = vehicle-only enzyme, 0 = enzyme-free background; activation factor at 10 µM; 330,000 compounds, 0.16% hits; AID 2524;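 active = activation factor of the enzyme at least 2-fold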; note: the source names both 10 and 20 µM as test concentration; values of inactives mirror those of a sister screen read the other way
Target sequence (P09923 whole entry, looked up): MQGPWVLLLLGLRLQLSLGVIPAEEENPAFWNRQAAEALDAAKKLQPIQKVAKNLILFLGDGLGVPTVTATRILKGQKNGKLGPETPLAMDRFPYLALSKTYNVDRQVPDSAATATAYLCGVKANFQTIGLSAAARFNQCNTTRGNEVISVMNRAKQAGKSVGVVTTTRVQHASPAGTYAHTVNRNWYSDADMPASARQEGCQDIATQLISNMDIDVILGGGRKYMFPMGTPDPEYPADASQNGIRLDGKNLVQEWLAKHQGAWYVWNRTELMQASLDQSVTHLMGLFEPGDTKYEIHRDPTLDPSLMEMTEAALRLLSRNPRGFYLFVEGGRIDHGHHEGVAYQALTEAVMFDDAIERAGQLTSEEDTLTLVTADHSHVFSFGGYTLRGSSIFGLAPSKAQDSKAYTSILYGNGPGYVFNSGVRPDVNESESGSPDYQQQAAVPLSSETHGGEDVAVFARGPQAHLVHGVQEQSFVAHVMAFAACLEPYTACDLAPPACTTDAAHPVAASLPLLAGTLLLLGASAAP
Active calls of the source: *; nt = no result given.

SMILES	MPTP block	SENP1 inh	PfGluPho inh	SENP8 inh	GRIN3A LBD mod	SENP6 inh	ATG4B inhibitor	hIAP act
O=c1cc(N2CCc3ccccc32)[nH]c(=O)n1-c1ccc(Br)cc1	-1.0	-89	-21	-29	-2	2	-5	1.1
CCN(CC(=O)Nc1ccc(NC(C)=O)cc1)C(=O)c1cccc(S(=O)(=O)N2CCCC2)c1	-1.4	0	6	14	3	2	2	1.1
O=C(Nc1nccs1)c1cc2c(s1)CCCCC2	1.0	0	26	-49	1	95*	-8	0.99
O=C(c1cnn(C(=O)c2ccccc2F)c1)c1ccccc1O	-2.0	3	-3	-91	1	-14	7	1.1
CCCCNC(=O)c1nn(-c2ccccc2OC)c(=O)c2ccccc12	-1.5	1	-1	-10	-3	5	3	1
COc1cc(C2C(C(=O)c3cccs3)=C(O)C(=O)N2CCN2CCOCC2)ccc1OCCC(C)C (configuration not stated)	2.3	-2	-4	28	-1	-28	-4	0.91
NS(=O)(=O)c1ccc(NC(=S)N2CCc3ccccc32)cc1	0.1	2	9	17	10	-11	-2	0.95
COc1cc2nc(CN(C)CC(=O)Nc3ccc(N4CCOCC4)cc3)[nH]c(=O)c2cc1OC	4.2	-4	-3	-20	-2	nt	8	nt
CCN(CC)C(=O)C(=O)Nc1ccc(Oc2ccccc2)cc1	0.7	-2	28	6	0	-9	-2	1
COc1ccccc1C(=O)N/C(=C\c1cn(C)c2ccccc12)C(=O)N1CCCC1	-2.2	-1	23	-31	-3	14	-5	1
CC1CN(C(=O)c2ccccc2Oc2ccccc2)CC(C)O1 (configuration not stated)	1.1	4	3	8	0	5	2	1
CCc1c(-c2ccccc2)nc2nc(C)c(C)nn12	-1.6	-43	-13	-380	0	2	-4	1.1
CC(=O)c1c(C(C)=O)c(C)n(-c2ccc(C)c(NC(=O)c3ccccc3Cl)c2)c1C	0.0	1	10	15	0	-4	3	0.77
COc1ccc(CCNC(=O)CN2CCOc3ccccc32)cc1OC	-3.2	-1	18	4	2	1	-6	0.95
Cc1cc(-c2csc(Nc3ccccn3)n2)ccc1F	1.7	1	30	12	-5	75*	10	0.97
Cc1ccc(-n2[nH]c(C)c(/C=N/Nc3ccc([N+](=O)[O-])cc3[N+](=O)[O-])c2=O)cc1C	115*	3	-31	40*	20*	-1	20	0.97
CCSC1(SCC)N=C(N)C2(C#N)C(c3ccc(F)cc3)C12C#N (configuration not stated)	0.8	-6	2	-21	-4	18	-7	0.94
Cc1ccc(NC(=O)COCC(=O)Nc2ccc(F)cc2)cc1	0.0	0	-9	39	0	0	0	1
CCNc1oc(-c2cccc3ccccc23)nc1C#N	-0.9	-35	-10	-475	-2	-3	-2	0.98
COc1ccc(CC(=O)Nc2ccc(S(=O)(=O)N3CCOCC3)cc2)cc1	1.9	-2	4	8	1	-20	0	0.89
O=C(CC12CC3CC(CC(C3)C1)C2)NCc1ccccc1	0.7	-1	-13	12	-1	-5	5	0.94
S=C1NC2(CCCCCC2)N=C1c1ccccc1	2.5	2	5	24	0	-2	-7	0.98
O=C(NCCN1CCN(c2ccccc2)CC1)C1CCN(S(=O)(=O)c2cccc3nsnc23)CC1	-0.1	1	-2	14	-1	8	-1	0.94
CN(C)c1ccc(CNC(=O)CCNS(=O)(=O)c2cc(Br)cnc2N)cc1	-0.8	-2	-2	-22	2	4	0	1
CCN1CCN(C(=O)c2ccc(Cl)c(S(=O)(=O)N3CCCCCC3)c2)CC1	0.7	0	11	11	-1	1	-12	1.1
CC(C)c1nnc(NC(=O)CCC(=O)NC2CCCc3ccccc32)s1 (configuration not stated)	2.2	-3	14	4	11*	-2	-3	0.96
CCn1cc(S(=O)(=O)N2CCN(c3ccc(Cl)cc3)CC2)cn1	-0.2	3	-7	2	1	0	-1	1.2
Cc1cccc(NS(=O)(=O)c2cccc(C(=O)Nc3cccc(C(=O)O)c3)c2)c1	2.8	-3	5	18	-6	42	-4	1
CC(C)(C)C1CCc2c(sc(NC(=O)C3CCCO3)c2C(N)=O)C1 (configuration not stated)	-3.0	-2	-9	-28	-28	14	-10	1
COc1cc2c(cc1CNC[C@H]1O[C@@H](n3cnc(C(N)=O)n3)[C@H](O)[C@@H]1O)OCO2	-0.2	-2	3	1	6	nt	1	nt
CC(C)N(Cc1nc(-c2ccccc2)no1)C(=O)C(Cl)(Cl)Cl	-2.3	1	13	16	1	10	6	0.91
CN1CCN(C(=O)Nc2cccc(-c3ccccc3)c2)CC1	-0.3	-1	-12	10	0	-7	2	0.94
COc1ccc(/C(=N/O)C(C)(C)NO)cc1	1.4	1	-6	26	-1	-12	1	1.2
CCOC(=O)C1=C(NC(=S)NC(=O)c2ccccc2)c2ccccc2CC1(C)C	-0.7	1	14	20	0	8	-1	1
Cc1ccc(NC(=O)CCC(=O)NNC(=O)COc2ccc([N+](=O)[O-])cc2)c(C)c1	-1.9	-2	-11	22	1	5	6	1.7
Cc1cc(NS(=O)(=O)c2ccc(NC(=O)c3ccc(Cl)cc3Cl)cc2)no1	-0.9	1	-14	21	0	-19	4	0.83
CC(C)C(OC(=O)c1cccs1)C(=O)NCc1ccc2c(c1)OCO2 (configuration not stated)	0.5	1	0	5	-2	0	-5	0.87
Nc1ccc2nn(-c3ccc(Cl)cc3)nc2c1	1.3	-31	-5	-408	0	95*	-4	1
Cc1ccc(S(=O)(=O)CCC(=O)N2CCN(c3ccc([N+](=O)[O-])cc3)CC2)cc1	-0.9	-3	6	27	1	-2	0	1.1
O=C(Nc1ccc(Cc2ccncc2)cc1)c1ccc(Br)o1	-1.5	0	9	29	-3	-14	6	1
CC(C)CN1C(=O)C(=O)N(CC(=O)NC(C)CCc2ccccc2)C1=O (configuration not stated)	-0.7	0	-1	8	-4	-5	-1	1.2
CC(=O)c1ccc(N2CCN(C(=O)c3ccc(Cl)c(S(=O)(=O)NC4CC4)c3)CC2)c(F)c1	2.6	-2	-18	-29	2	-3	2	0.82
CC(=O)NC(C(=O)c1ccccc1)N1CCCCC1 (configuration not stated)	2.3	-2	-1	3	2	4	0	0.93
CCOC(=O)c1sc(NC(=O)CSc2nccc(C)n2)nc1C	2.1	0	-10	8	0	-9	-5	1.8
Cc1ccc(S(=O)(=O)N2CCCC2C(=O)Nn2cnnc2)cc1 (configuration not stated)	0.1	2	-1	7	1	-34	-5	0.88
CCN(c1ccccc1C(=O)O)S(=O)(=O)c1cccc2nsnc12	0.1	1	-18	-2	1	-9	2	1.1
CN(C)c1ccc(CNCc2cccnc2)cc1	0.2	1	10	10	0	-49	-4	1.1
O=C(c1cccs1)N1C[C@H](n2cc(-c3ccc(F)cc3)nn2)[C@@H](O)C[C@@H]1c1ccc(Cl)cc1	0.3	3	24	-1	nt	nt	nt	nt

Next section; it opens with the 6 that closed the last part.
SMILES	MPTP block	SENP1 inh	PfGluPho inh	SENP8 inh	GRIN3A LBD mod	SENP6 inh	ATG4B inhibitor	hIAP act
CC(=O)NC(C(=O)c1ccccc1)N1CCCCC1 (configuration not stated)	2.3	-2	-1	3	2	4	0	0.93
CCOC(=O)c1sc(NC(=O)CSc2nccc(C)n2)nc1C	2.1	0	-10	8	0	-9	-5	1.8
Cc1ccc(S(=O)(=O)N2CCCC2C(=O)Nn2cnnc2)cc1 (configuration not stated)	0.1	2	-1	7	1	-34	-5	0.88
CCN(c1ccccc1C(=O)O)S(=O)(=O)c1cccc2nsnc12	0.1	1	-18	-2	1	-9	2	1.1
CN(C)c1ccc(CNCc2cccnc2)cc1	0.2	1	10	10	0	-49	-4	1.1
O=C(c1cccs1)N1C[C@H](n2cc(-c3ccc(F)cc3)nn2)[C@@H](O)C[C@@H]1c1ccc(Cl)cc1	0.3	3	24	-1	nt	nt	nt	nt
N/C(COc1ccc(Cl)cc1)=N\NS(=O)(=O)c1ccccc1	0.3	2	1	22	1	-6	-6	0.91
COc1ccccc1NC(=O)Cc1nnc(SCC(=O)NC2CCCCC2C)n1C (configuration not stated)	-2.5	1	1	18	0	7	-7	1.2
Cc1cc(C)c2nc(NNC(=O)c3cc(-c4cccs4)nc4ccccc34)sc2c1	26	-32	-3	-420	-3	-23	-4	1.2
COc1ccc(/C=N\NC(=O)c2cccc(Br)c2)c(OC)c1	-2.4	2	-2	4	-3	12	7	0.99
Cc1ccc(OCC(=O)NNC(=O)c2ccccc2OCc2c(C)noc2C)cc1	0.7	3	-15	8	0	-1	2	1.2
O=C(NCc1ccco1)C1CCC(N2C(=O)C3C4CCC(C4)C3C2=O)CC1 (configuration not stated)	-1.2	1	-5	-2	-5	-3	-3	1.2
COc1ccc(/C=C(/NC(=O)c2ccco2)C(=O)NCc2ccco2)cc1OC	0.6	0	-12	-6	2	7	-2	1.1
O=C1N2CCSC2=NC1(Nc1ccccn1)C(F)(F)F (configuration not stated)	2.3	0	2	21	0	-15	6	1.1
COc1cc(S(=O)(=O)N2CCOCC2)cc(C(=O)OCC(=O)NCc2ccco2)c1OC	-0.3	4	4	6	-1	12	7	0.91
O=c1cc(CNCCCO)c2ccccc2[nH]1	0.4	1	-10	-18	0	-20	9	0.98
CN(C(=O)COC(=O)/C=C/c1ccc2c(c1)OCO2)c1c(N)n(Cc2ccccc2)c(=O)[nH]c1=O	-0.2	0	-15	-380	-3	-4	2	1.1
Cn1c(/C=C(\C#N)C(N)=S)ccc1-c1ccc(Br)cc1	0.3	-45	8	-52	-17	nt	1	nt
CCOc1ccccc1NC(=O)COc1coc(CN2CCc3ccccc3C2)cc1=O	0.2	-4	12	-6	0	-3	-2	0.89
COc1ccc(CCN2CCCn3c2nc2c3c(=O)n(Cc3ccccc3F)c(=O)n2C)cc1OC	0.2	0	3	5	-1	-19	-16	1.1
COC(=O)C1=C(C)N=C2SC(C#N)=C(N)N2C1c1cc(OC)c(OC)c(OC)c1 (configuration not stated)	-1.8	-25	-1	-74	-1	3	0	1
CCOC(=O)c1cnn(-c2ncnc3c2cnn3C)c1N	-0.3	2	15	11	1	-2	-6	1.1
CC1CCC(NC(=O)CN2CCC(n3nnc4cc(F)ccc43)CC2)CC1 (configuration not stated)	0.8	3	-3	-5	-1	-11	-4	1
CC(O)c1nc2ccccc2n1CC(=O)Nc1ccc2c(c1)OCCO2 (configuration not stated)	-1.3	-1	6	-7	-1	-9	-5	1.1
CCc1nnc(NC(=O)Cc2c[nH]c3ccccc23)s1	0.1	-7	-2	-4	-2	1	0	0.95
CCN(CC)CCN1C(=O)C(O)=C(C(=O)c2sc(C)nc2C)C1c1cccnc1 (configuration not stated)	-0.6	0	-8	11	-1	-6	-1	0.99
O=C(CCCn1c(=O)[nH]c2cc(Cl)ccc2c1=O)NC1CCCCCCC1	3.0	-1	-11	-5	1	-1	-6	0.89
c1ccc(-n2cnnc2SCc2cn3cccnc3n2)cc1	0.4	0	-3	-260	-2	-16	9	1.1
COc1ccc(-c2c[n+]3c4n2CCCCC4=C(c2ccccc2)C3)cc1	8.5	24	8	-272	1	-18	-4	0.89
C/C(=N/NC(=O)c1cccs1)c1cccc(N)c1	-1.7	0	5	5	0	-26	-2	0.97
Cc1ccc(C(=O)N2CCCC(N(C)Cc3ccccc3)C2)s1 (configuration not stated)	1.0	0	3	11	-1	-19	-1	1.4
COc1cc(CC(=O)Nc2ccc3nc(C)sc3c2)cc(OC)c1OC	2.8	0	-7	4	-1	-8	-14	1
CCn1c(CNC(=O)Cc2ccc(OC)cc2)nnc1SCC(=O)Nc1nccs1	-0.5	3	8	6	-1	3	0	1.1
CC(O)c1cc2c(cc1NC(=O)c1cnn3c1NC(c1ccco1)CC3C(F)(F)F)OCO2 (configuration not stated)	-4.0	-1	17	4	3	-12	-2	0.94
